# Source: PubChem
# TDP2 absorb – blocks human TDP2 phosphodiesterase activity; recombinant TDP2, T5PNP hydrolysis, p-nitrophenol absorbance 415 nm; AID 720702; O95551; actives 0.34% (n = 370,000); inhibition, % at 12.8 µM;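 active means inhibition above the mean of all tested compounds plus 3 SD, set per campaign, cut at about 25% in these data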;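 further: 0% = DMSO with enzyme and 100% = buffer with substrate but no TDP2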
# Target sequence (O95551 whole entry, looked up): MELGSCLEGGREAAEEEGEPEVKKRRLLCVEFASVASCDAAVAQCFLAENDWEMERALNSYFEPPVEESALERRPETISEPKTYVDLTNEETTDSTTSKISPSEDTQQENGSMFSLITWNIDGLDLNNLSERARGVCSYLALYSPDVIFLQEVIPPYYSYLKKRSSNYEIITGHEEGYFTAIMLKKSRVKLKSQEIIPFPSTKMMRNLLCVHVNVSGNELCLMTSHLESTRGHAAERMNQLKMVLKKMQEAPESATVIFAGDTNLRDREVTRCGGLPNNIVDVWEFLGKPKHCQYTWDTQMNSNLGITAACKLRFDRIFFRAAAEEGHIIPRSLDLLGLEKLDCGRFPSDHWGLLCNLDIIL
#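 Evaluation: % inhibition relative to enzyme-containing and enzyme-free wells. Material: recombinant human TDP2. Benchmarks: enzyme-free and DMSO wells. Timing: enzyme reaction with compound for 2 h at 37 °C. Compound dosing: 12.8 µM only. Measured by: p-Nitrophenol epi absorbance. Reagent: T5PNP substrate at 5 mM, a TopII-DNA adduct mimic. Replication: single well per compound.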
# TCR CD3 inh – human TCR-CD3 binding inhibition. TAMRA-labeled TCR probe fluorescence, biochemical. inhibition, % at 9.4 µM. AID 651800. actives 0.37% (n = 360,000); in the data active means inhibition above about 19%;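 further: recombinant mutant TCR 2C K166C tagged with TAMRA read by polarization; 0% = receptor in buffer alone and 100% = receptor with positive control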
# rCAG binder – binds r(CAG) RNA repeats; r(CAG) RNA repeat, TO-PRO-1 dye displacement fluorescence; actives 1.3% (n = 370,000); inhibition, % at 3 µM;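 active means inhibition above the plate cutoff, the mean of all test compounds on that plate plus 3 SD, cut at about 35% in these data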;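 further: 0% = DMSO alone and 100% = 100 µM mitoxantrone as full dye displacement; higher means more dye released from RNA so lower well fluorescence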
# HTRA1 inhibitor – inhibitors of human serine peptidase HTRA1; recombinant HTRA1, FP-rhodamine activity-based probe, fluorescence polarization; inhibition, % at 5.96 µM; actives 0.5% (n = 340,000); AID 504803; in the data active means inhibition above about 36%;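 further: 0% = enzyme with DMSO and 100% = wells lacking enzyme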
# Target sequence (Q92743 whole entry, looked up): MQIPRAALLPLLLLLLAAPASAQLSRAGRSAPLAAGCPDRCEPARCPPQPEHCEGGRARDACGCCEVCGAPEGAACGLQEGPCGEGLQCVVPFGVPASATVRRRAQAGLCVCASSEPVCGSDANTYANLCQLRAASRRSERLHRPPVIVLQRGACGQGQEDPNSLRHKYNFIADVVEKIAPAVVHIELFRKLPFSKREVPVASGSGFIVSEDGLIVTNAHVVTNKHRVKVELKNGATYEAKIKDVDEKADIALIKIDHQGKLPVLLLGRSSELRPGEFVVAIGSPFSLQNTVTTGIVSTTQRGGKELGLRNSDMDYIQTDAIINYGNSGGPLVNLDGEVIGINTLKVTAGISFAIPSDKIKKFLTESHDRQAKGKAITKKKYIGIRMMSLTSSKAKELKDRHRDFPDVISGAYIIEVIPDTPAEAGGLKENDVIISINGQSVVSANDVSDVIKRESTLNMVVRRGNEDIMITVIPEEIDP
# mABHD4 FP – ABHD4 (mouse) inhibition, primary FP screen; Q8VD66; purified mABHD4, FP-Rh probe fluorescence polarization; inhibition, % at 8.92 µM; actives 0.54% (n = 370,000); AID 720543;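 active means inhibition exceeding the mean over every tested compound plus 3 SD, cut at about 30% in these data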;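 further: 0% = plate median of compound wells and 100% = S159A mutant with DMSO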
#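 Test system: mABHD4 protein | Buffer or medium: HEPES pH 7.0 buffer, 150 mM NaCl, 0.01% Pluronic F-127 | Probe or stimulus: FP-Rh fluorescent activity-based probe, added after compound pre-incubation | Timing: Pre-incubation 45 min, probe exposure 60 min, at 25 °C | Technique: Fluorescence polarization, excitation 525 nm, emission 598 nm, BODIPY TMR filters | Repeats: Single well per compound (singlicate)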
# PG9 Ab binder – binds the HIV-1 gp120 antibody PG9; AID 624416; TR-FRET gp120-PG9 antibody binding; inhibition, % at 6.7 µM; actives 0.43% (n = 360,000); in the data active means inhibition above about 8.5%
# SIAE primary – blocks human sialic acid acetylesterase. SIAE FP-Rh probe binding, fluorescence polarization. inhibition, % at 9.66 µM. actives 0.69% (n = 370,000);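 active means inhibition above a cutoff: mean of compounds within the control limits plus 3 SD of those, cut at about 17% in these data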;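 further: 0% = plate median of compound wells and 100% = probe without SIAE protein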
# Rev-erbA mod – modulates human Rev-erb alpha binding to DNA; activity, % at 10 µM; actives 0.79% (n = 370,000); Rev-erbα–FITC-DNA binding, fluorescence polarization, 90 min; P20393; AID 1259318;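 active means activity above about 14%, limit read from the data; passing the limit was not always enough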;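 further: 0% = DMSO wells with 35 nM protein and 100% = DMSO wells with 750 nM protein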
# LEDGF integ inh – blocks HIV-1 LEDGF/p75-dependent DNA integration | TR-FRET IN-LEDGF/p75 DNA integration, Eu/Cy5 | AID 743269 | inhibition, % at 3.7 µM | actives 0.64% (n = 370,000);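 active means inhibition above the screen-wide mean plus 3 SD, cut at about 13% in these data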;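 further: signal is the Cy5 over europium emission ratio at 671 and 618 nm; 0% = plate median of compound wells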
# PRMT1 inh – inhibitors of human PRMT1; Q99873; recombinant PRMT1, activity-based probe fluorescence polarization; inhibition, % at 2.79 µM; actives 1.3% (n = 370,000);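 active means inhibition above about 21% made by adding two undisclosed values, limit read from the data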
# Starred values were filed as active, the others as inactive; x = no result given. Some of the compounds tested (hit frequency here may not be typical).
# Value order: TDP2 absorb	TCR CD3 inh	rCAG binder	HTRA1 inhibitor	mABHD4 FP	PG9 Ab binder	SIAE primary	Rev-erbA mod	LEDGF integ inh	PRMT1 inh
> Cc1c(C(=O)O/N=C(\N)c2ccccn2)cccc1[N+](=O)[O-]
→ 8	1	-5	3	1	-0.5	2	1	-3	0
> CCN(CC)C(=O)COC(=O)c1cc(-c2ccco2)nc2ccccc12
→ 0	16	15	20	14	2.6	5	-20	10	10
> O=C1c2cccc3cccc(c23)C(=O)C1(O)O
→ 2	-4	0	32	23	-4.7	9	3	-1	54*
> Cc1cccc(NC(=S)NC(=O)c2ccco2)n1
→ 6	-5	-1	-2	2	0.3	-2	11	-2	-3
> CCOC(=O)c1cc2c(=O)n3ccccc3nc2n(CCCOC)c1=NC(=O)C(C)(C)C
→ -12	12	-1	7	6	-2.0	-3	2	1	-1
> Cc1cccc(-c2nc(NCCCN3CCOCC3)c3ccccc3n2)c1
→ 7	-1	5	-36	-1	1.0	-5	1	5	1
> Nn1cnnc1N/N=C/c1cccc(Cl)c1Cl
→ 75*	-2	-2	9	1	-0.3	0	7	56*	4
> CCOc1ccc(-c2nnn(CC(=O)N3CCCC(C)C3)n2)cc1 (stereo not given)
→ 4	-1	-2	-1	4	-0.1	2	0	0	1
> CCc1ccc(NC(=O)Cn2c(=O)n(CCC(=O)NC3CCN(Cc4ccccc4)CC3)c(=O)c3ccccc32)cc1
→ -13	-3	-4	0	1	1.6	9	-3	-2	3
> COc1ccc(NS(=O)(=O)c2ccc(C)c(C(=O)N(C)CCc3ccc(OC)c(OC)c3)c2)cc1
→ -6	-4	0	-5	-3	0.5	-2	-1	3	-4
> CC[N+]1(C)CC2CCC(C)(C1)C2(C)C (stereo not given)
→ -4	4	-3	2	1	-0.1	5	0	-4	2
> CCOP(=O)(c1ccccc1)c1nc(-c2ccc(F)cc2)oc1N1CCCCC1 (stereo not given)
→ -8	1	-11	-3	18	-0.1	10	-1	-1	-3
> Cc1ccc(C)n1-c1ccc(N2CCOCC2)c(Br)c1
→ 2	1	3	17	1	-1.9	7	-5	-3	-2
> CCOC(=O)CC1(NC(=O)c2cc(COc3cncc(Cl)c3)on2)CCCCC1
→ 1	5	-10	-1	4	-2.8	2	0	-2	-5
> Cc1cccc(C(=O)OCC(=O)Nc2nnc(-c3ccccc3)o2)c1O
→ 5	-1	24	2	3	2.1	1	1	0	4
> COc1ccc(OCC(O)CN2CCc3ccccc3C2)cc1 (stereo not given)
→ 1	4	-7	3	-1	0.4	-1	10	1	-3
> CC1(C)CC(=O)C2=C(C1)N(CC1CCCO1)C(=O)NC2(C(F)(F)F)C(F)(F)F (stereo not given)
→ -3	2	2	-9	-2	-2.3	-2	-3	0	-1
> N#Cc1cn(CC(=O)N2CCCc3ccccc32)c2ccccc12
→ -3	-4	1	-8	-4	-0.2	12	3	-1	-1
> Cc1onc(-c2c(Cl)cccc2Cl)c1C(=O)Nc1ccc2c(c1)OCCO2
→ -11	7	-1	-7	-18	-2.2	-2	-1	-2	4
> CCCCNC(=O)COC(=O)CCC(=O)c1ccc(Cl)cc1
→ 4	2	-4	0	-3	-0.2	0	1	3	-4
> CSc1cccc(NC(=O)CCCOc2ccc(Cl)cc2C)c1
→ -12	4	0	-24	-36	2.5	-24	-5	-4	-1
> N#Cc1ccc(OCC(=O)NC2=NCCS2)cc1
→ -3	2	1	6	-1	1.3	3	-6	-4	27*
> Cc1ccc(-c2nnc(SCC(=O)N/N=C/c3c(C)nn(-c4ccccc4)c3C)n2-c2ccc(C)cc2)cc1
→ 3	7	5	-7	0	0.1	-5	4	-2	0
> CCCCOP(=O)(c1ccc(N(C)C)cc1)C(Nc1ccccc1)c1ccccc1 (stereo not given)
→ -10	-4	-6	-30	12	-0.9	2	7	-1	1
> O=C(O)CC/C(=C\c1ccc(N2CCOCC2)c([N+](=O)[O-])c1)c1nc2ccccc2s1
→ 7	8	48*	5	6	-2.0	-3	7	3	-2
> CCOC(=O)Cc1csc(NC(=O)C(C)(C)CC)n1
→ -3	2	0	-5	1	-2.2	-3	-5	1	0
> COc1ccc(C(=O)Nc2ccc(Cl)cc2C(=O)N2CCCC(C)C2)cc1OC (stereo not given)
→ 5	1	-2	-5	-4	-2.0	-1	3	0	0
> COc1ccc2nc(NC(=O)C3CSC4(C)CCC(=O)N34)sc2c1 (stereo not given)
→ -8	5	4	-4	-7	0.2	0	2	-3	-5
> O=C(Nc1ccccc1O)c1csc2c1CCCC2
→ -14	4	5	-11	-12	1.0	-7	-1	8	-2
> OC[C@@H]1CN(Cc2ccc(Cl)cc2)C[C@H](n2cnc3c(NCc4ccc(F)cc4)ncnc32)O1
→ -6	-7	3	x	-7	0.1	-4	1	2	-3
> CC(C)N1CC(C(=O)Nc2nc3ccccc3s2)CC1=O (stereo not given)
→ 7	-1	-3	4	1	0.1	-7	10	-1	-6
> COC(=O)c1ccccc1S(=O)(=O)NNC(=O)C1COc2ccccc2O1 (stereo not given)
→ 8	9	1	5	-4	0.8	6	-3	-1	0
> O=C(OCc1ccc(F)cc1)c1ccc2c(c1)-c1ccccc1C2=O
→ 1	3	2	-1	-2	-0.7	10	1	-3	1
> CC(C)N(Cc1ccccc1)C(=S)Nc1ccc(F)cc1
→ 5	0	-3	-2	4	-0.6	2	0	-5	2
> Cc1nn(-c2ccccc2)c(Cl)c1/C=N/NC(=O)c1ccn[nH]1
→ 7	6	-2	-7	3	-2.7	-2	8	-1	-1
> CCCCOC(=O)c1ccc(NC(=O)c2cc(Cl)ccc2OC)cc1
→ -5	-1	1	-28	-8	-2.4	-15	-1	-2	0
> CCOC(=O)CSC1=N/C(=C\c2ccc(OC)c(OC)c2)C(=O)N1C
→ -3	-5	-7	5	10	-5.4	-1	2	-3	2
> CCOC(=O)c1c(-c2cccc([N+](=O)[O-])c2)cn2ccccc12
→ -8	8	0	3	0	-0.1	4	1	2	-1
> Cc1ccc2c(c1)[C@H]1[C@H](CO2)[C@H](c2ccccc2)[C@]2(C)C(=O)N(Cc3ccc(Cl)cc3)CC(=O)N12
→ -12	3	5	-43	-15	0.0	-6	-2	-1	-3
> CCOC(=O)C1C(=O)OC(C)(C)C1C(CC)C(=O)c1c(C)cc(C)cc1C (stereo not given)
→ -18	8	-9	x	-3	-1.6	3	-5	2	-2
> COc1cccc(-n2ccnc2SCC(=O)Nc2ccccc2F)c1
→ 7	8	-4	1	-5	-0.1	2	3	0	-3
> O=C(NNC(=O)c1ccc(F)cc1F)c1ccc2c(c1)OCO2
→ 1	1	0	-5	0	-0.6	-2	8	-5	2
> COc1ccccc1-c1cccc2c3c([nH]c12)[C@@H]1C[C@H]2[C@@H](CN1CC3)[C@H](C)ON2C
→ 7	x	5	x	0	x	8	2	1	1
> O=C1[C@H]2C(c3ccccc3)=NN(c3ccccc3)[C@H]2C(=O)N1c1ccccc1
→ 2	-1	8	-10	0	1.1	-9	3	-3	7
> O=S(=O)(NC1CCCCC1N1CCN(c2ccc(F)cc2)CC1)c1ccccc1 (stereo not given)
→ -18	6	0	-5	-2	1.9	6	-1	1	-4
> O=C(Nc1ccccc1F)c1ccc(CN2CCc3ccccc3C2)cc1
→ 2	-5	-4	-5	-2	-1.5	-4	2	11	-2
> Cc1c(NC(=O)CSCc2ccc(Cl)cc2Cl)cccc1C(=O)O
→ -17	-2	2	8	7	-2.2	10	4	0	-4
> COc1cc(Cl)c(C)cc1NC(=O)CCCn1c(=O)oc2ccccc21
→ -11	10	0	-11	-12	-2.4	-3	2	2	0
> COc1cccc(OC)c1C(=O)Nc1cc(C)on1
→ 0	4	1	1	6	-0.1	-1	-7	-3	-5
> Cn1cnnc1SCC(=O)Nc1ccc(Oc2ccccc2)cc1
→ 2	0	-4	1	-4	-2.7	-5	2	-2	3
> COc1ccccc1N1CCN(CC(O)COCCOc2ccc(Br)cc2)CC1 (stereo not given)
→ -8	-3	-2	2	7	-2.2	-1	3	-4	2
> CCN(CC)C1CCN(C(=O)CCc2nnc(CCCCc3ccccc3)o2)C1 (stereo not given)
→ 3	7	-7	-2	2	-1.2	1	2	-1	-1
> Cc1sc2ncn(CC(=O)NCC3COc4ccccc4O3)c(=O)c2c1S(=O)(=O)N1CCCCC1 (stereo not given)
→ 0	-1	2	5	-1	-1.3	4	2	-6	0
> O=C(O)c1ccccc1C(=O)N1CCN(Cc2ccc3c(c2)OCO3)CC1
→ 2	6	-2	0	-3	-0.7	-3	0	2	-7

# Limited to rCAG binder and Rev-erbA mod, for 7 of the compounds above:
SMILES | rCAG binder | Rev-erbA mod
N#Cc1cn(CC(=O)N2CCCc3ccccc32)c2ccccc12 | 1 | 3
CCOc1ccc(-c2nnn(CC(=O)N3CCCC(C)C3)n2)cc1 (stereo not given) | -2 | 0
CCOC(=O)C1C(=O)OC(C)(C)C1C(CC)C(=O)c1c(C)cc(C)cc1C (stereo not given) | -9 | -5
CCOC(=O)Cc1csc(NC(=O)C(C)(C)CC)n1 | 0 | -5
CCN(CC)C(=O)COC(=O)c1cc(-c2ccco2)nc2ccccc12 | 15 | -20
O=C1c2cccc3cccc(c23)C(=O)C1(O)O | 0 | 3
CCOP(=O)(c1ccccc1)c1nc(-c2ccc(F)cc2)oc1N1CCCCC1 (stereo not given) | -11 | -1

# Ordered by length of the SMILES (largest number first): some entries from above.
# Value order: TDP2 absorb	TCR CD3 inh	rCAG binder	HTRA1 inhibitor	mABHD4 FP	PG9 Ab binder	SIAE primary	Rev-erbA mod	LEDGF integ inh	PRMT1 inh
> CC1(C)CC(=O)C2=C(C1)N(CC1CCCO1)C(=O)NC2(C(F)(F)F)C(F)(F)F (stereo not given)
→ -3	2	2	-9	-2	-2.3	-2	-3	0	-1
> CCOC(=O)c1c(-c2cccc([N+](=O)[O-])c2)cn2ccccc12
→ -8	8	0	3	0	-0.1	4	1	2	-1
> CCN(CC)C1CCN(C(=O)CCc2nnc(CCCCc3ccccc3)o2)C1 (stereo not given)
→ 3	7	-7	-2	2	-1.2	1	2	-1	-1

# 2 of the compounds above, with tabs:
smiles	TDP2 absorb	TCR CD3 inh	rCAG binder	HTRA1 inhibitor	mABHD4 FP	PG9 Ab binder	SIAE primary	Rev-erbA mod	LEDGF integ inh	PRMT1 inh
COc1cc(Cl)c(C)cc1NC(=O)CCCn1c(=O)oc2ccccc21	-11	10	0	-11	-12	-2.4	-3	2	2	0
COc1cccc(OC)c1C(=O)Nc1cc(C)on1	0	4	1	1	6	-0.1	-1	-7	-3	-5
